Bioassay records (PubChem BioAssay)
FBW7 activator: activators of human E3 ligase FBW7. AID 1259310. 0.13% of 650,000 active. normalized activity (activation), % at 26.1 µM. AlphaScreen FBW7–phospho-cyclin E peptide binding, activator screen; in the data active means normalized activity above about 1.9%;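 further: purified mutant Fbw7 with reduced substrate affinity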
MITF inh: blocks human microphthalmia-associated transcription factor. O75030. AlphaScreen MITF homodimerization, bead proximity signal. inhibition, % at 2.6 µM. 0.91% of 650,000 active. AID 1259374; in the data active means inhibition above about 50%;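 further: 0% = vehicle wells with protein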
Target sequence (O75030 whole entry, looked up): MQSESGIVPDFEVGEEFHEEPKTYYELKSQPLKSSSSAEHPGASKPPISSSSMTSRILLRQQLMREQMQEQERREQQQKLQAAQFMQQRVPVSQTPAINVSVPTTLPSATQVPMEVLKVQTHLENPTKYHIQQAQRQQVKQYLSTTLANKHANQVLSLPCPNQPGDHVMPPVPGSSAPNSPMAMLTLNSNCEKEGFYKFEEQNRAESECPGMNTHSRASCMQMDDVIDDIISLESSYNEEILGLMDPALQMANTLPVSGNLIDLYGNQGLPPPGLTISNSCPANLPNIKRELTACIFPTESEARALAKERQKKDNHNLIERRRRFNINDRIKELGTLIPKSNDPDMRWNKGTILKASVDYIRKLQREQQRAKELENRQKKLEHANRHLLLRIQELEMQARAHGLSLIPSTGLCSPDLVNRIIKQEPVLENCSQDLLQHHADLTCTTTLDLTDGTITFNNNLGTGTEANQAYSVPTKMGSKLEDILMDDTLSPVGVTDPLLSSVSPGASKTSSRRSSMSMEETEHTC
GPR151 ag: activators of human GPR151 | 1% of 650,000 active | activation, % at 11.2 µM | AID 1508602 | PathHunter beta-arrestin GPR151 cells, luminescence | Q8TDV0; in the data active means activation above about 4.9%;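 further: 0% = median of compound wells and 100% = cells with positive control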
Target sequence (Q8TDV0 whole entry, looked up): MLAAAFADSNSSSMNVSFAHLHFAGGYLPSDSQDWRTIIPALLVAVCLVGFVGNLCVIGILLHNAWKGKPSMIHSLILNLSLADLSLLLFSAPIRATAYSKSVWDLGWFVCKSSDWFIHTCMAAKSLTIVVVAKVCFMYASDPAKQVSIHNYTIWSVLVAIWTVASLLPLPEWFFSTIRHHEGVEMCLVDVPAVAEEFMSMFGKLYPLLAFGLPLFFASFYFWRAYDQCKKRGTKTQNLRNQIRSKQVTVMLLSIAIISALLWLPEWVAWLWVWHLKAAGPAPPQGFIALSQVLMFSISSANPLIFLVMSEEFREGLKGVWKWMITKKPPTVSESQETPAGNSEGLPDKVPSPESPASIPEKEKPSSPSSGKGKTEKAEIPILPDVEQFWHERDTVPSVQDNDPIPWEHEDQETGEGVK
TEAD-YAP inh: TEAD-YAP interaction inhibition. HEK-TIYL cells, TEAD-Gal4/YAP UAS-luciferase luminescence. inhibition, % at 9.12 µM. 1.4% of 640,000 active; in the data active means inhibition above about 32%;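 further: 0% = median of test compound wells and 100% = reference inhibitor wells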
The depositor's hits bear a star; & = joins results of further samples.

SMILES	FBW7 activator	MITF inh	GPR151 ag	TEAD-YAP inh
COc1ccccc1C(=O)N1CCN(C(=O)c2ccncc2)CC1	0.2	14	0.5	-3
O=C(CSc1nnc(NC(=O)c2cccs2)s1)Nc1cc(C(F)(F)F)ccc1Cl	0.1	-9	-0.3	-7
Cc1cc(C(=O)N2CCN(c3nc4ccc(Cl)cc4s3)CC2)on1	-0.2	-3	-0.6	-9
O=C(N/N=C/c1cccc(O)c1O)c1nn(Cc2ccccc2)c(=O)c2ccccc12	-1.3	25	-1.2	-17
Cc1cc(NCCOc2ccccc2)nc(Nc2cccnc2)n1	0.1	7	-2.6	14
O=C(Nc1c2c(nn1-c1ccc(Cl)cc1)CSC2)c1ccc(Cl)cc1	0.1	8	7.7*	-15
O=C(O)CSC1c2ccccc2C(=O)N1c1ccccc1 (configuration not stated)	0.2	14	-0.3	9
Cc1cc(N2CCCC2)nc(Nc2ccc(NC(=O)c3c(F)cccc3Cl)cc2)n1	-0.2	8	1.9	42*
COCCCNS(=O)(=O)c1ccc2c(c1)oc(=O)n2C	0.1	6	3.2	1
O=C(c1ccccc1)N1CCN2CN(C(=O)c3ccccc3)CC([N+](=O)[O-])(C2)C1 (configuration not stated)	0.2	12	-1.4	-8
Cc1cccnc1NC(=O)C1CC(=O)OC12CCCCC2 (configuration not stated)	0.0	-1	-0.9	0
Cc1ccc(NC(=O)c2cnc3n(c2=O)CCS3)cc1Cl	0.0	2	0.3	-5
O=C(Cn1c(=S)[nH]c2ccccc2c1=O)NCc1ccc(Cl)c(Cl)c1	0.8	14	-0.5	15
COCCN1C(=O)/C(=C/c2cc(C)n(-c3ccncc3)c2C)C(=O)N(c2ccccc2)C1=O	0.6	22	1.0	10
O=C(NC1CC1)C(Cl)c1ccccc1 (configuration not stated)	0.8	2	-1.1	4
C=CCNc1nc(NC(C)(C)CO)nc(OC)n1	-0.1	-6	0.3	-8
CC(C)Cn1c(=O)c(C(=O)NCc2ccccn2)c(O)c2ccccc21	-0.1	-7	1.0	-6
Cc1n[nH]c(C)c1CN(C)Cc1ccc(C(=O)NCC2COc3ccccc3O2)c(=O)[nH]1 (configuration not stated)	0.5	-6	0.7	-8
Cc1cccc(CNC(=O)CCc2nnc(C3CCCCC3)o2)c1	0.0	15	-0.5	5
N#CCCCN1C(=O)C(O)(CC(=O)c2cccs2)c2ccccc21 (configuration not stated)	0.0	6	0.5	11
CCOC(=O)c1c(NC(=O)CSc2nnc(CNC(=O)c3ccco3)n2-c2cccc(Cl)c2)sc2c1CCCCC2	0.0	1	1.6	-7
CCCOc1ccc(/C=N/O)cc1OCC	0.1	15	-0.5	-3
O=CC12c3ccccc3C(c3ccccc31)C1C(=O)N(c3ccccc3Cl)C(=O)C12 (configuration not stated)	0.1	-16	-0.3	22
CC(C)(C)c1ccc(C(=O)NCc2ccsc2)cc1	0.6	2	1.0	-43
COc1ccc(C2(CNC(=O)C(c3ccccc3)c3ccccc3)CCOCC2)cc1OC	-0.2	8	1.0	11
Cc1ccc(NC(=O)CN(c2ccc(F)cc2)S(C)(=O)=O)cc1Cl	0.1	-14	3.0	-6
OC(CNc1ccccc1)Cn1c2ccccc2c2ccccc21 (configuration not stated)	-0.1	-1	-1.3	-14
CCOC(=O)CCCN1C(=O)S/C(=C/c2ccc(OC)cc2)C1=S	0.7	9	-1.0	47*
CCc1ccccc1NC(=S)N(CCOC)C1CCN(C(C)=O)CC1	0.1	9	-0.7	0
CCCCCc1ccc(-c2ccc(C(=O)Nc3cccc(OC(=O)c4ccc(-c5ccc(CCCCC)cn5)cc4)c3)cc2)nc1	-0.1	-15	-0.9	6
Cc1ncc(CO)c2cc(C(N)=O)c(=Nc3ccc(Br)cc3)oc12	-0.3	1	0.8	-4
COCCCn1c(SCC(=O)N2CCCC(C)C2)nnc1-c1ccccc1 (configuration not stated)	-0.1	0	-1.0	6
Cc1ccc2[nH]c(=O)c(CN(CCO)Cc3nnnn3CC3CCCO3)cc2c1 (configuration not stated)	-0.1	-12	1.7	11
Cn1c2c(c(=O)[nH]c1=O)C(NS(=O)(=O)c1ccc(N)cc1)(C(F)(F)F)C(=O)N2 (configuration not stated)	0.1	10	0.3	8
Cc1nc2ccccc2c(=O)n1/N=C/c1ccccc1OC(F)F	0.9	8	-1.8	-3
CCCOc1ccc(C2C3=C(CCCC3=O)Nc3ccc4ncccc4c32)cc1 (configuration not stated)	0.1	3	0.0	-3
O=C1CCCCC1Sc1nc2ccccc2[nH]1 (configuration not stated)	0.0	19	4.0	-32
CCc1c(C)nc(SCC(=O)N(C)C)[nH]c1=O	-0.1	-13	1.3	3
Cn1c(N2C(=O)CC(Cc3ccccc3)C2=O)nc2ccccc21 (configuration not stated)	0.1	-11	-0.5	-1
N#CCCn1cc(/C=N/NC(N)=O)c(-c2ccccc2)n1	0.1	2	3.0	10
O=C(Nc1ccc(Br)cc1)c1cccc(N2C(=O)C3C4CCC(C4)C3C2=O)c1 (configuration not stated)	0.3	6	0.3	9
COc1ccc(SCCCC(=O)Nc2cc(Cl)ccc2Cl)cc1	1.2	15	-1.2	-10
COc1ccc(-n2ncc3c2ncn2nc(-c4ccccc4Cl)nc32)cc1	0.0	4	0.1	-3
O=C(COc1ccc([N+](=O)[O-])cc1)NCc1ccco1	0.1	-13	0.6	-9
CCOC(=O)c1cnc2c(C)cc(C)cc2c1Nc1ccc(Cl)c(Cl)c1	0.0	-6	1.0	-6
COC(=O)c1ccc(NC2c3ccccc3C(=O)N2c2ccc(C)cn2)cc1 (configuration not stated)	0.6	14	-1.3	-38
CCNC(=O)C1CC(=O)OC12CCCCC2 (configuration not stated)	0.0	-7	0.9	3
Cc1ccccc1/C=N/NC(=O)c1ccccc1	0.0	-9	-1.2	-17
CC1=C(C(=O)OC2CCCCC2)C(c2ccncc2)C2=C(CC(C)(C)CC2=O)N1 (configuration not stated)	-0.1	2	-0.4	1
O=c1c2ccccc2nc(SCc2cccc(Br)c2)n1C1CCCCC1	0.0	3	0.9	7
CC(Oc1ccccc1)C(=O)NCCc1ccc(Cl)cc1 (configuration not stated)	0.1	-6	-1.4	-5
COc1ccccc1C(CCNS(=O)(=O)c1ccccc1)c1ccc2c(c1)OCO2 (configuration not stated)	-0.1	3	1.7	10
CCOC(=O)c1c(C)nc(C)nc1NC(=O)c1ccccc1	0.7	14	0.8	-4
COC(=O)C(C)n1c(=O)c2c(nc3n(-c4cccc(OC)c4)c(C)c(C)n23)n(C)c1=O (configuration not stated)	0.1	4	-0.1	-3
CC1CCN(CC(O)COCc2ccc(Cl)cc2)CC1 (configuration not stated)	0.0	-5	0.5	-6
O=C(NCCCn1ccnc1)C(=O)NCc1ccc(Cl)cc1	-0.1	-17	-0.4	-3
O=C(CNS(=O)(=O)c1cccc(C(F)(F)F)c1)Nc1ccccc1F	0.1	17	1.0	5
COc1ccc(/C=C(/NC(=O)c2cccc(C)c2)C(=O)NCCc2c[nH]c3ccccc23)cc1	1.0	11	0.6	6
COC(=O)c1ccc(C(=O)Nc2nc3ccc4ccccc4c3s2)cc1	0.3	0	0.0	-3
CC(=O)Oc1cccc(NC(=O)CC2Sc3ccccc3NC2=O)c1 (configuration not stated)	0.1	-11	1.0	-2
Later entries:
SMILES	FBW7 activator	MITF inh	GPR151 ag	TEAD-YAP inh
CNC(=O)[C@@H]1C[C@H](NCc2ccccc2O)CN1CC(c1ccccc1)c1ccccc1	0.1	-6	0.9	15
c1ccc(OCCNc2cc(-c3ccc4[nH]ccc4c3)ncn2)cc1	-0.2	9	0.5	12
C=CCn1c(=C(C#N)C#N)s/c(=C\c2cc(Br)ccc2OC)c1=O	-0.1	-16	0.1	2
Cc1ccc2cc(CN(CCCO)Cc3nnnn3C3CCCCC3)c(=O)[nH]c2c1	-0.2	0	-0.2	-2
O=[N+]([O-])c1ccc(C2CN=C(Nc3ccccc3)O2)cc1 (configuration not stated)	0.0	9	-0.6	6
CCOc1ccc(N2C(=O)C3C4C=CC(C4)C3(C)C2=O)cc1 (configuration not stated)	-0.1	0	-0.1	3
COCCNCCC1CCC(=O)N1CCc1ccc(Cl)cc1 (configuration not stated)	0.2	10	-1.4	-2
S=c1nc(-c2ccccc2)c(-c2ccccc2)n[nH]1	-0.1&1.4	1&4	1.8&-0.9	2&2
CCc1cc(C)cc(OCC(O)Cn2c(CC)nc3ccccc32)c1 (configuration not stated)	-0.1	8	0.7	-2
O=C(O)c1c(CNCCN2CCOCC2)c2ccccc2n1Cc1ccc(F)cc1Cl	0.4	0	-0.3	18
CC(=O)c1ccc(NC(=O)Nc2ccc(Br)cc2C)cc1	0.3	12	-0.1	1
C=CCN1C(=O)C2(c3ccccc31)c1c(oc3ccccc3c1=O)C(=O)N2CCCO (configuration not stated)	-0.1	14	0.7	6
Cc1ccc(Nc2cc(N3CCC(C)CC3)c3nonc3c2[N+](=O)[O-])c(C)c1	-0.2	-4	0.4	4
O=C(CN1Cc2ccccc2C1=O)N1CCN(Cc2ccccc2)CC1	0.2	9	-0.1	-1
CCCCN(C)C(=O)c1cc(COc2c(F)cccc2F)on1	0.1	13	1.1	5
COc1cccc(NC(=O)C(=O)NCCc2ccc(F)cc2)c1	-0.1	1	-0.2	-20
COc1ccc2cc(C)c(SCCN3CCOCC3)nc2c1	-0.1	-19	1.4	-1
COc1ccc(C2CC(c3cccs3)=NN2C(=O)CSc2nnc(CNC(=O)c3ccccc3)n2-c2cccc(C)c2)cc1 (configuration not stated)	0.0	-2	3.1	1
CCOC(=O)N1CCN(c2cc(N(C)CCO)c([N+](=O)[O-])c3nonc23)CC1	-0.2	3	-0.6	12
O=C1CCc2cc(S(=O)(=O)N3CCCC3C(=O)NC3CCCCC3)ccc2N1 (configuration not stated)	0.2	12	0.8	1
c1csc(-c2nc3c4c5c(sc4ncn3n2)CCCC5)c1	0.3	7	0.0	5
O=[N+]([O-])c1cccc(-c2nc(=S)c3c(n2Cc2ccco2)CCCC3)c1	-0.1	-2	0.2	5
Cc1ccc(C2OC3(C(=O)c4ccccc4C3=O)C3C(=O)N(Cc4ccc(Cl)cc4)C(=O)C23)cc1 (configuration not stated)	0.0	4	1.7	0
O=C(N/N=C/c1ccccc1[N+](=O)[O-])c1ccc(F)cc1	0.1	16	-2.0	-3
Cc1ccccc1CSc1nsc(N)n1	-0.3	-7	0.5	-11
CC(C)n1cnc2c(oc3ccccc32)c1=O	0.0	2	0.1	-12
CC(C)CCCC(C)C1CCC2C3CC=C4CC(OC(=O)/C=C/c5ccccc5)CCC4(C)C3CCC12C (configuration not stated)	0.2	9	1.6	-4
COc1ccc(Br)cc1C(=O)N/C(=C\c1cccc([N+](=O)[O-])c1)C(=O)Nc1cc(Cl)ccc1C	0.2	18	1.5	4
O=c1cc(CSc2nc(NCc3ccc(Cl)cc3)c3ccccc3n2)nc2ccccn12	0.0	2	1.2	7
CCN1CCN(c2nc3c(C)cccn3c(=O)c2/C=C2\SC(=S)NC2=O)CC1	-0.1	1	0.3	-8
O=C(COc1ccc2cc(Br)ccc2c1Br)NCc1ccccc1	-0.1	0	1.7	-3
COCCn1nnnc1C(c1ccncc1)N1CCN(c2ccc(F)cc2)CC1 (configuration not stated)	0.0	7	0.0	4
CCOC(=O)c1c(NC(=O)C(C)Sc2nnc(CNC(=O)COc3ccccc3)n2CCc2ccccc2)sc2c1CCC2 (configuration not stated)	-0.1	-2	1.1	-3
COc1ccc(S(=O)(=O)N2CCN(S(=O)(=O)c3ccc(F)cc3)CC2)cc1	-0.1	2	-0.5	6
Cc1ccccc1-n1c(=S)sc2c(=O)n(-c3ccccc3)c(SCC(=O)Nc3nccs3)nc21	0.2	18	1.5	11
CC1CN(c2ccc(NC(=O)Nc3ccc(F)cc3F)cc2Cl)CC(C)O1 (configuration not stated)	0.0	-13	1.5	-8

Among those listed so far, these contain an NH in an aromatic ring:
SMILES	FBW7 activator	MITF inh	GPR151 ag	TEAD-YAP inh
O=C(Cn1c(=S)[nH]c2ccccc2c1=O)NCc1ccc(Cl)c(Cl)c1	0.8	14	-0.5	15
Cc1n[nH]c(C)c1CN(C)Cc1ccc(C(=O)NCC2COc3ccccc3O2)c(=O)[nH]1 (configuration not stated)	0.5	-6	0.7	-8
Cc1ccc2[nH]c(=O)c(CN(CCO)Cc3nnnn3CC3CCCO3)cc2c1 (configuration not stated)	-0.1	-12	1.7	11
Cn1c2c(c(=O)[nH]c1=O)C(NS(=O)(=O)c1ccc(N)cc1)(C(F)(F)F)C(=O)N2 (configuration not stated)	0.1	10	0.3	8
O=C1CCCCC1Sc1nc2ccccc2[nH]1 (configuration not stated)	0.0	19	4.0	-32
CCc1c(C)nc(SCC(=O)N(C)C)[nH]c1=O	-0.1	-13	1.3	3
COc1ccc(/C=C(/NC(=O)c2cccc(C)c2)C(=O)NCCc2c[nH]c3ccccc23)cc1	1.0	11	0.6	6
c1ccc(OCCNc2cc(-c3ccc4[nH]ccc4c3)ncn2)cc1	-0.2	9	0.5	12
Cc1ccc2cc(CN(CCCO)Cc3nnnn3C3CCCCC3)c(=O)[nH]c2c1	-0.2	0	-0.2	-2
S=c1nc(-c2ccccc2)c(-c2ccccc2)n[nH]1	-0.1&1.4	1&4	1.8&-0.9	2&2

An excerpt from above with just MITF inh, FBW7 activator and GPR151 ag.
| Molecule | MITF inh | FBW7 activator | GPR151 ag |
| --- | --- | --- | --- |
| COc1ccc(Br)cc1C(=O)N/C(=C\c1cccc([N+](=O)[O-])c1)C(=O)Nc1cc(Cl)ccc1C | 18 | 0.2 | 1.5 |
| Cc1ccccc1CSc1nsc(N)n1 | -7 | -0.3 | 0.5 |
| COCCn1nnnc1C(c1ccncc1)N1CCN(c2ccc(F)cc2)CC1 (configuration not stated) | 7 | 0.0 | 0.0 |
